Source: PubChem BioAssay
MC4R antagonist = blocks human MC4R cAMP signaling; P32245; MC4R-expressing cells, MTII-stimulated cAMP, LANCE TR-FRET; inhibition, % at 6.5 µM; actives 0.48% (n = 360,000); AID 540295;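 active = inhibition above its plate's cutoff, the mean of tested wells on that plate plus 3 SD, cut at about 29% in these data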;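 note: 0% = Melanotan II alone and 100% = Melanotan II plus saturating MCL0020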
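System – human MC4R-expressing U2OS cells · Also added – Melanotan II · Dosing – one concentration, 6.5 µM nominal · Timing – 30-min compound, 1-h challenge, 1-h detection, room temperature · Measured by – Eu-cAMP/anti-cAMP TR-FRET, emission 671 nm · Replicates – singlicate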
ABCB6 inh 2 = human ABCB6 transporter inhibition | K562-ABCB6 porphyrin accumulation, flow cytometry, 1 h; stronger effect = lower value | fluorescence ratio to DMSO, % at 10 µM | actives 0.19% (n = 360,000) | AID 602162;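 active = fluorescence ratio to DMSO below 75%, the collection mean minus 3 SD; inconclusive = too few cells collected in the well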;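 note: signal is porphyrin accumulated inside mitochondria; 100% equals median channel fluorescence of DMSO control wells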
Target sequence (Q9NP58 whole entry, looked up): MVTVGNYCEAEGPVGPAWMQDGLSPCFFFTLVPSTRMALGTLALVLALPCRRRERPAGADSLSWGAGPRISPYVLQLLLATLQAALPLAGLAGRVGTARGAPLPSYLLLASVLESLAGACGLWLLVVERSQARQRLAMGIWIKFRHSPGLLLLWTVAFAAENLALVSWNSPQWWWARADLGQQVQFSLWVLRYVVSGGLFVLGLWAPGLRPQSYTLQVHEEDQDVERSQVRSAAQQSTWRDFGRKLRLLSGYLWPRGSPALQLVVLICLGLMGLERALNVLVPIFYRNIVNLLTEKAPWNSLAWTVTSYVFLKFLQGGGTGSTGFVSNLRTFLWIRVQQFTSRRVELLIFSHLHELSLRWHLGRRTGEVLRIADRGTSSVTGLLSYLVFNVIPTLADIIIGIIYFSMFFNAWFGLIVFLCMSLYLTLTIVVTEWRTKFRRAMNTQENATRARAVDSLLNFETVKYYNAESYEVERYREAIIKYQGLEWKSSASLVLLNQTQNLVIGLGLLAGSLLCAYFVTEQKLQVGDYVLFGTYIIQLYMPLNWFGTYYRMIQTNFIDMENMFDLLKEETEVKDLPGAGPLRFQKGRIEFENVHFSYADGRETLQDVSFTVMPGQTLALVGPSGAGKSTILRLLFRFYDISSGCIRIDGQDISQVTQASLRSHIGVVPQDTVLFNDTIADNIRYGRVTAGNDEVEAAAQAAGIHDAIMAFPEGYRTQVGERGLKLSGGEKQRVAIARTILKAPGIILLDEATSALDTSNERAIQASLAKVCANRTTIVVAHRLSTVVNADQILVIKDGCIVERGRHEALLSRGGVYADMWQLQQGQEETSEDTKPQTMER
Exocytosis inh = blocks lytic granule exocytosis | TALL-104 LAMP-1 surface exposure, flow cytometry; cells stimulated with thapsigargin and PMA | inhibition, % at 10 µM | actives 0.66% (n = 360,000) | AID 651702;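 active = inhibition above about 55%, limit read from the data; inconclusive = no clear call, values can overlap the other calls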
MC4R ag barr = human MC4R agonism via beta-arrestin; U2OS MC4R beta-arrestin complementation, luminescence; percent of melanotan II response, DMSO zero; activation, % at 8.9 µM; actives 0.98% (n = 360,000); AID 540308;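 active = activation above a per-plate cutoff, the mean activation of sample wells on that plate plus 3 SD, cut at about 8% in these data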
N-glyco inh = N-linked glycosylation inhibition; D54 ERlucT glycosylation luciferase reporter, 24 h; percent of 100 nM tunicamycin response; reporter increase, % at 12.5 µM; AID 588692; actives 0.23% (n = 360,000);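 active = mean luciferase reporter signal, scaled so untreated is 0 and the glycosylation-blocking control 100, at or above a set limit in every replicate; inconclusive = mean reaches the limit but not every replicate does; inactive = mean below the limit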;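 note: luciferase carries N-glycosylation sites so blocking glycosylation raises the light; 0% = median of neutral control wells and 100% = median of 100 nM tunicamycin wells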
ABHD5 PLIN5 PPI = inhibitors of human ABHD5-perilipin-5 interaction. actives 0.78% (n = 360,000). Split G. princeps luciferase complementation, luminescence, 4 h. inhibition, % at 4 µM;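 active = inhibition above the mean inhibition across every tested compound plus 3 SD, cut at about 22% in these data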;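 note: 0% = DMSO only wells and the 100% control is not disclosed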
CaV13 ICDI inh = Primary screen for inhibitors of IQ motif and Ca2+-dependent inactivation inhibitor domain binding in CACNA1D, Förster resonance energy transfer in living cells, …; HEK cells, CFP/YFP FRET ICDI-IQ, plate reader, 10 min; percent FRET-ratio fall versus neutral wells; inhibition, % at 12.3 µM; actives 0.098% (n = 340,000);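 active = mean replicate inhibition of at least 30% and at least 1% of replicates passing that level; inconclusive = only one of the two criteria is met; inactive = neither criterion is met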;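 note: 0% = median of the neutral control wells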
HTR2A ag = mouse HTR2A agonism via beta-arrestin recruitment | P35363 | AID 624169 | CHO-K1 mHTR2A beta-arrestin complementation, luminescence; percent of 30 µM serotonin response | activation, % at 7.6 µM | actives 0.66% (n = 360,000);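 active = activation above a run cutoff, the mean activation of all tested compounds plus 3 SD, cut at about 14% in these data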;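 note: 0% = plate median of compound wells and 100% = 30 µM serotonin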
H9c2 protect = protects H9c2 cardiomyocytes from peroxide injury; H2O2 injury protection, ATPLite, 2 h; protection from H2O2 cell death, % at 20 µM; actives 0.63% (n = 360,000); AID 588492;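 active = compounds giving at least 50% protection of heart cells from peroxide-induced death in the single-dose screen, raw or plate-pattern-corrected value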;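 note: 0% = DMSO wells with peroxide and 100% = DMSO wells without peroxide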
PDI inh = inhibitors of human protein disulfide isomerase | P07237 | PDI insulin aggregation turbidity, A650, 90 min | inhibition, % at 10 µM | actives 0.052% (n = 350,000);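 active = mean inhibition across replicates of 30% or more, whatever share of single replicates reach that level; inconclusive = mean inhibition below 30% while every single replicate reaches 30%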;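 note: absorbance from insulin aggregation driven by PDI reduction with DTT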
Numbers without * were called inactive; ? = inconclusive; · = no result given.

SMILES	MC4R antagonist	ABCB6 inh 2	Exocytosis inh	MC4R ag barr	N-glyco inh	ABHD5 PLIN5 PPI	CaV13 ICDI inh	HTR2A ag	H9c2 protect	PDI inh
O=C1Nc2ccc(Br)cc2C1(O)c1ccccc1 (centres undefined)	9.1	109.0	-1.5	2.2	-0.2	3.2	-2.0	10.8	-4.6	-0.4
CCOC(=O)c1ccc(-n2c(CN3CCC(O)CC3)nc3ccc([N+](=O)[O-])cc3c2=O)cc1	23.5	96.0	-2.3	1.4	0.3	-2.6	-6.3	-3.1	5.9	5.9
COC(CNC(=O)Cn1ncc2ccsc2c1=O)OC	7.6	89.0	-1.5	0.1	0.0	-0.9	-3.6	2.3	1.9	-0.6
CNc1ncnc2c1ncn2[C@H]1CN(Cc2cccc3ccccc23)C[C@@H](CO)O1	8.7	96.0	13.9	-0.4	1.2	5.4	-10.2	-1.3	16.8	?
O=C(COCC(=O)NCc1ccccc1)NCc1ccccc1	3.2	95.0	-0.7	-2.2	1.0	-0.1	-4.9	2.6	4.4	-1.3
Cc1nn(C)c(-c2n[nH]c(=S)n2Cc2ccco2)c1Cl	3.8	98.0	0.9	-3.2	4.5	-2.8	-2.9	5.0	2.1	-1.3
CCc1ccc(NC(=O)c2cc(-c3ccc(F)cc3)on2)cc1	-2.9	96.0	0.1	-2.0	-0.5	-2.0	-1.9	6.0	-0.4	6.0
CC1CCN(S(=O)(=O)c2ccc(S(=O)(=O)NCC3COCCO3)cc2)CC1 (centres undefined)	8.9	95.0	-1.8	0.3	-0.1	7.2	-7.1	0.8	4.4	8.3
CN(C(=O)c1cccc(NC(=O)Cc2cccc(NC(=O)C3CCCN(C(=O)C4CCC4)C3)c2)c1)C1CCC1 (centres undefined)	-6.3	96.0	6.1	0.2	-0.7	-2.4	-3.2	4.2	-1.7	5.2
O=[N+]([O-])c1cc(Cl)cc(/C=N/n2cnnc2)c1O	-0.9	88.0	6.1	2.3	-0.4	18.9	-7.5	-2.5	-8.6	-2.5
O=C(CSc1nnc(NC(=O)C2CCC2)s1)Nc1ccccc1	20.5	97.0	-4.6	-2.2	2.9	-2.5	-6.6	-0.1	-1.7	17.9
CN(C)C1(CN=Cc2cc(Cl)cc([N+](=O)[O-])c2O)CCCCC1	5.9	93.0	-10.8	-2.3	2.1	-9.7	-6.1	-3.1	-9.5	-6.1
COc1cc(C(=O)NN2C(=O)NC3(CCC(C)CC3)C2=O)ccc1OC(F)F (centres undefined)	3.0	94.0	3.2	-3.5	3.8	-0.2	-3.3	-0.3	16.1	2.1
CCC1CCCCN1C(=O)COC(=O)c1ccc(Br)o1 (centres undefined)	0.9	96.0	2.5	-0.8	0.8	-1.1	-2.1	7.4	2.5	-2.5
CCOc1cccc(C(=O)NC(=S)Nc2ccc(Cl)cc2C(=O)O)c1	-1.7	96.0	-1.2	-4.1	0.3	-5.8	7.6	-1.2	-11.9	2.0
CCC(C)c1ccc(S(=O)(=O)N2CCN(CC(O)CN3CCOCC3)CC2)cc1 (centres undefined)	5.3	102.0	4.6	-2.2	3.2	1.9	-6.0	1.5	-2.3	-3.8
CCCCCCNCC(=O)N1CCC(Cc2ccccc2)CC1	11.6	96.0	70.2*	1.6	-4.2	6.9	-2.2	-2.2	0.3	-4.6
O=C(NCCC1=CCCCC1)c1ccc(Cl)c(S(=O)(=O)N2CCOCC2)c1	-2.4	96.0	1.6	1.2	-3.4	-11.1	-5.5	-8.1	5.1	-2.0
CC(=O)Nc1ccccc1Nc1cc(C#N)c(C#N)cc1[N+](=O)[O-]	0.5	102.0	-5.7	-2.0	4.8	-1.3	·	2.2	-2.2	0.8
CCOC(=O)c1ccc(NC(=O)N2CCc3ccccc32)cc1	1.1	110.0	-5.1	0.0	-0.3	-6.8	-4.5	-6.2	-11.2	-3.8
CS(=O)(=O)N(CC(=O)NCC1CCCO1)c1cc(Cl)ccc1Cl (centres undefined)	4.8	101.0	-1.3	-0.7	0.6	5.8	·	-1.3	2.8	4.1
COc1cccc2cc(C(=O)Nc3cccc(C)n3)c(=O)oc12	1.4	83.0	-2.1	0.1	0.2	-3.8	·	-0.9	-21.9	1.7
Cc1ccc(CCNC(=O)Cn2ccc3cc(S(=O)(=O)N4CCCC4)ccc32)cc1	6.8	99.0	0.8	-1.7	-1.5	-8.9	-18.1	1.2	-2.5	4.8
Cc1cccc2sc(NNC(=O)c3cc(-c4cccs4)nc4ccccc34)nc12	8.5	100.0	12.8	-1.6	-2.8	4.5	-7.4	9.3	4.0	15.2
O=C(NNC(=O)c1ccc(-c2ccc([N+](=O)[O-])cc2)o1)c1ccncc1	-15.3	104.0	9.2	-1.3	0.4	3.5	-3.4	-0.1	10.7	3.3
CN(C)C(CNC(=O)c1cccs1)c1cccnc1 (centres undefined)	2.2	101.0	3.1	-1.1	1.0	-0.2	-3.4	-2.9	-0.5	·
CCOC(=O)Cn1cc(/C=C(/C#N)C(=O)NC(C)C)c2ccccc21	19.8	103.0	2.9	-2.8	-2.0	-0.1	-4.8	-2.4	-8.2	-0.6
O=[N+]([O-])c1ccc(S(=O)(=O)NCC(c2cccnc2)N2CCc3ccccc32)cc1 (centres undefined)	8.6	102.0	3.5	-2.9	1.0	5.1	-15.7	4.0	-3.6	-0.6
Cc1ccc(S(=O)(=O)N(C)C)cc1NC(=O)CN1c2cccc3cccc(c23)S1(=O)=O	5.8	104.0	7.9	0.5	0.3	-16.7	-5.0	-5.3	3.5	-2.6
Nc1nonc1-c1noc(-c2ccc(Br)o2)n1	-2.3	85.0	-0.6	-3.1	3.3	-1.3	-0.5	3.7	-5.6	0.5
OC(COc1cccc2ccccc12)CN1CCN(c2ccccc2)CC1 (centres undefined)	5.6	96.0	4.8	1.1	0.0	-2.4	-4.7	-13.0	-6.1	2.7
O=S(=O)(O)c1cc(O)ccc1O	-8.0	107.0	1.6	0.9	-0.1	-8.5	-5.1	-3.3	-2.6	3.5
COc1ccccc1C(CNC(=O)CCNC(=O)c1ccccc1Cl)N1CCCC1 (centres undefined)	-3.1	101.0	-2.6	-1.2	1.4	2.3	-5.6	-3.1	-0.4	-1.1
O=C(CN1C(=O)c2ccccc2C1=O)N1CCN=C1c1ccccc1	18.6	100.0	1.6	0.5	2.2	7.0	-13.3	-8.6	2.1	2.7
Cc1nn(C)c(C(=O)N2CCN(C(=O)c3ccco3)CC2)c1[N+](=O)[O-]	9.4	101.0	-1.0	1.3	-0.6	1.9	-5.5	1.7	2.8	1.3
O=C(CSc1nnnn1-c1ccc(Cl)cc1)Nc1cccnc1Cl	3.8	96.0	-11.7	-1.4	-1.6	1.5	-5.3	4.4	-1.9	3.3
CCC(Oc1ccc2c(=O)c(-c3ccccc3OC)coc2c1)C(=O)OCc1ccccc1 (centres undefined)	6.6	93.0	-4.7	0.0	0.2	0.6	-4.2	-5.5	-12.2	-7.2
O=C(OCC(=O)c1ccc[nH]1)c1ccc2ccccc2n1	7.7	101.0	-4.3	-0.9	0.6	-7.0	-6.9	-2.6	-1.7	-2.3
C[C@H]1CN([C@@H](C)CO)C(=O)CCCn2nncc2CO[C@@H]1CN(C)Cc1cccc(C(=O)O)c1	·	102.0	2.1	·	3.5	10.4	-9.7	6.6	2.4	·
Cc1ccccc1C(=O)NCc1nnc(SCC(=O)N2CCN(c3ccccc3)CC2)n1C	2.4	100.0	1.0	1.4	3.6	-3.9	·	3.1	1.9	7.6
Nc1ccc(C(=O)OCC(=O)N2CCN(C(=O)c3ccco3)CC2)cc1[N+](=O)[O-]	-3.0	95.0	-0.2	-2.1	-3.6	3.8	-4.9	2.9	4.8	3.4
N#Cc1c(SCC(=O)Nc2nccs2)nc2c(c1-c1ccco1)CCCC2	8.0	89.0	-2.7	-1.1	-0.5	-1.6	·	-0.1	-0.7	-2.8
c1ccc(N2CCN(c3nc4ccccc4n4nnnc34)CC2)cc1	1.1	135.0	1.6	1.2	0.6	-2.6	1.2	-3.1	10.8	-15.2
c1ccc(CCCCNCC2COc3ccccc3O2)cc1 (centres undefined)	9.3	100.0	41.1	1.5	-1.4	1.0	-0.1	-1.9	4.4	6.5
COc1cccc(C2=Nn3c(nnc3-c3ccccc3O)SC2)c1	-6.4	101.0	1.7	7.0	-1.1	-1.2	·	-2.8	-10.0	6.4
O=C(/C=C/c1ccco1)Nc1ccc2c(c1)OCO2	-7.2	97.0	-1.6	-3.0	-0.2	2.8	-6.5	-4.9	-9.1	-3.6
Nc1ncnc(N)c1NC(=O)c1ccc(OCc2ccccc2)cc1	2.4	100.0	13.7	-2.5	1.0	-4.6	-5.2	3.2	-1.7	-3.4
COc1ccc(C(C)=O)cc1COC(=O)c1c(C)nn(-c2ccccc2)c1C	11.7	91.0	-0.6	-0.4	-0.9	12.4	-19.2	2.3	7.8	5.3

Single records, as listed above. Values in the order: MC4R antagonist | ABCB6 inh 2 | Exocytosis inh | MC4R ag barr | N-glyco inh | ABHD5 PLIN5 PPI | CaV13 ICDI inh | HTR2A ag | H9c2 protect | PDI inh
CN(C)C1(CN=Cc2cc(Cl)cc([N+](=O)[O-])c2O)CCCCC1 in the list: 5.9 | 93.0 | -10.8 | -2.3 | 2.1 | -9.7 | -6.1 | -3.1 | -9.5 | -6.1
O=C(/C=C/c1ccco1)Nc1ccc2c(c1)OCO2 in the list: -7.2 | 97.0 | -1.6 | -3.0 | -0.2 | 2.8 | -6.5 | -4.9 | -9.1 | -3.6

Next part:
SMILES	MC4R antagonist	ABCB6 inh 2	Exocytosis inh	MC4R ag barr	N-glyco inh	ABHD5 PLIN5 PPI	CaV13 ICDI inh	HTR2A ag	H9c2 protect	PDI inh
CCn1c2ccccc2c2cc(CNCCCN3CCOCC3)ccc21	5.0	99.0	50.9	0.3	-0.3	-5.6	-4.4	-3.8	1.7	4.8
O=C1CCN(Cc2ccco2)C(=S)N1	4.2	93.0	2.9	-1.4	3.6	7.5	-4.2	1.4	3.0	-5.3
COc1cccc(C2/C(=C(\O)c3ccc4c(c3)OCCO4)C(=O)C(=O)N2Cc2cccnc2)c1 (centres undefined)	16.3	99.0	3.0	1.8	3.3	-3.4	-3.3	-2.9	3.4	3.4
O=C(Nc1ccc(Cl)c(Cl)c1)C1CCN(C(=O)c2ccco2)CC1	12.9	101.0	5.8	-3.3	-0.8	2.4	-2.2	-12.2	-3.7	4.7
Clc1ccc(-c2c[n+](Cc3ccc(Cl)cc3Cl)c3n2CCCCC3)cc1	5.7	99.0	11.5	-0.6	17.1	6.3	-1.7	-3.5	-10.7	-0.9
COc1cc(C(C)n2nnc3ccccc32)ccc1O (centres undefined)	14.2	93.0	-7.1	-1.2	-1.0	-2.9	-5.3	-5.1	0.3	-1.5
